Compound activity deposited in PubChem BioAssay by National Center for Advancing Translational Sciences (NCATS).
D1 PAM = human D1 dopamine receptor positive modulation; 360,000 tested, 0.036% active; HEK293 TREx D1 cells, calcium flux, dopamine EC20 potentiation; potentiation, % at 10 µM; AID 504651; in the data active = potentiation above about 30%; also: 0% is about no effect
Target sequence (P21728 whole entry, looked up): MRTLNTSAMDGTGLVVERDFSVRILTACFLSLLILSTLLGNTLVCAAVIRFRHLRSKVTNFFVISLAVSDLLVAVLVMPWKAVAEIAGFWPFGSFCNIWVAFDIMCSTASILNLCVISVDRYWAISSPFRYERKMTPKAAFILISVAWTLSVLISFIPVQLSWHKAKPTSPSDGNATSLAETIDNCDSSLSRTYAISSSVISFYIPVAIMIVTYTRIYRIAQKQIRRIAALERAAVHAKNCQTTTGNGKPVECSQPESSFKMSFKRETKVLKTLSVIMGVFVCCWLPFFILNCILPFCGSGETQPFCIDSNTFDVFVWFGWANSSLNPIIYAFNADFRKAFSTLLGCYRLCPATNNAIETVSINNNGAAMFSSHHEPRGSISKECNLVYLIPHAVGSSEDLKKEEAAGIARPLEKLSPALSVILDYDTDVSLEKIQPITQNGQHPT
Vif-APOBEC3G blk = Vif-A3G binding inhibition; Q9HC16; AID 602310; Potency, µM (doses to about 46.1 µM), inactives show top-dose activity, negative = active, usual class: inhibitors; 410,000 tested, 0.076% active; HeLa A3G-eYFP + Vif (tagged APOBEC3G with the HIV-1 protein that degrades it), YFP fluorescence, overnight;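 also: potency is read from the fitted curve at half-maximal effect; % is scaled to controls: 0 for no effect and ±100 for the full control effect; nearly all actives have a fitted effect of over 60% in size; hits raise eYFP signal because A3G escapes Vif-driven loss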
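Read-out is eYFP fluorescence (Ex 488/Em 500-530) from Vif-expressing HeLa A3G-eYFP cells; more signal means A3G escaped Vif-mediated degradation. Cells plated overnight, compound pinned in, incubated overnight at 37 deg C.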
D2 potentiator = positively modulates the human D2 dopamine receptor allosterically; 340,000 tested, 0.34% active; AID 485347; potentiation, % at 10 µM; HEK293 T-REx D2, calcium flux, EC20 dopamine potentiation; P14416;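 active = potentiation over 3 SD above the plate norm, cut at about 30% in these data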; also: 0% is about no effect
Target sequence (P14416 whole entry, looked up): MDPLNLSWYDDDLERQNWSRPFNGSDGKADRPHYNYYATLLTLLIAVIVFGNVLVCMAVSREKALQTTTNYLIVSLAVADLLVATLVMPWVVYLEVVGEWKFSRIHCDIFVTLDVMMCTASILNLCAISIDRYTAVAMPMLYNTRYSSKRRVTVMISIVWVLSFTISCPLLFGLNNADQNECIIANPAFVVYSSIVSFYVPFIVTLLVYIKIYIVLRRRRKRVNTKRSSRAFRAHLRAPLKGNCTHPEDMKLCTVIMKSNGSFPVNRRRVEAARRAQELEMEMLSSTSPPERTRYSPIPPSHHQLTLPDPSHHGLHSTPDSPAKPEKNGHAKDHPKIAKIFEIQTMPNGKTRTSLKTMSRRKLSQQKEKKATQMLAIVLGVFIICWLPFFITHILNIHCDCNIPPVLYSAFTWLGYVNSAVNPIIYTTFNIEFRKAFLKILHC
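Tetracycline-induced Hek293 Trex D2 cells, force-coupled to calcium, loaded with no-wash calcium dye. Compound added with 180 s kinetic read for agonism, then EC20 dopamine and a further 180 s read for potentiation.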
Vif-APOBEC3F blk = blocks the Vif interaction with APOBEC3F; HeLa A3F-eYFP + Vif (tagged APOBEC3F with the HIV-1 protein that degrades it), YFP fluorescence increase; Potency, µM (titrated, usually from 46.1 µM), inactives show at the highest dose activity, negative = active; 390,000 tested, 0.2% active; also: potency is read from the fitted curve at half-maximal effect; % of control where 0% means no effect; nearly all actives have a fitted effect of over 65% in size
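Fluorescence increase (Ex 488/Em 500-530) after overnight compound treatment at 37 deg C flags inhibition of Vif-driven A3F-eYFP loss in stable HeLa A3F-eYFP/Vif cells seeded overnight beforehand.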
D1 antagonist = antagonists of human D1 dopamine receptor | P21728 | HEK293 TREx D1 cells, calcium flux, dopamine EC80; hits give low values | activity change, negative = inhibition, % at 10 µM | 360,000 tested, 3.2% active | AID 504652; in the data active = activity change below about -30%; also: % is scaled to controls: 0 for no effect and ±100 for the full control effect
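Antagonism measured as reduced calcium response to an EC80 dopamine addition following 180 s compound pre-read; cells were inducible HEK293 Trex D1 plated overnight at 30 C, read kinetically at 1 cycle/sec.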
D1 ag = activates the human D1 dopamine receptor; HEK293 T-REx D1 cells, calcium flux, agonist mode; activation, % at 2 µM; 360,000 tested, 1% active; in the data active = activation above about 30%; also: 0% is about no effect
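Agonism was scored from calcium flux recorded over 180 s (1 read/s) after pintool compound addition, following a 10-cycle baseline. Cells were inducible force-coupled HEK293 TREx D1, plated overnight at 30 C and loaded with no-wash calcium dye.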
GRP78 ERSR act = ER stress response induction in glioma. U87-MG GRP78 promoter luciferase reporter, 16 h. Potency, µM, without a hit: at the highest dose activation, actives largely listed as activators. 420,000 tested, 0.02% active; also: potency is read from the fitted curve at half-maximal effect; series mostly up to about 76 µM; % of control where 0% means no effect; nearly all actives have a fitted effect of over 35% in size
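ERSR induction read as luciferase luminescence (Bright-Glo, 10 min at room temperature) in stably transfected human U87-MG glioma cells exposed to compounds for 16 h, using GRP78 as sensor.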
RXFP1 ag = activates the human relaxin receptor RXFP1. Q9HBX9. HEK293T-RXFP1 cAMP TR-FRET, 30 min; response scale: percent of porcine relaxin response, buffer zero. Potency, µM (top dose mostly 57.5 µM), without a hit: at the top dose activation, hits mostly activators. 370,000 tested, 0.3% active; also: potency is read from the fitted curve at half-maximal effect; % is scaled to controls: 0 for no effect and ±100 for the full control effect; nearly all actives have a fitted effect of over 60% in size; many of its hits are not listed in these tables
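Agonist response is measured as cAMP accumulation in an RXFP1-transfected HEK293T line under PDE4 inhibition. Values are scaled between buffer-only and 29 nM porcine relaxin, and EC50s come from standard Hill equation fits.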
LDHA block = blocks human lactate dehydrogenase A; 480,000 tested, 0.15% active; purified LDHA, NADH/diaphorase-resazurin fluorescence; hits give low values; P00338; activity change, % (values are at about 110 or 230 µM); in the data active = activity change below about -30%; inconclusive = mostly about -25% to -30%;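 also: plate controls were DMSO wells for no effect and wells without enzyme for full effect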
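Enzyme activity of human lactate dehydrogenase 5 (2 nM; 0.06 mM NADH, 0.2 mM pyruvate, 5 min, RT) is measured via a resazurin/diaphorase fluorescence readout of residual NADH.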
Starred values were filed as active, the others as inactive; ? = inconclusive; . = no result given; & = joins results of further samples. Unless noted, calls follow the shape of the dose curve; as a rule, active = well fitted curve in the direction sought with a large enough effect; inconclusive = small, poorly fitted or top-dose-only effect, or another doubt; inactive = no such curve, though single readings can be large; an effect the other way counts as inactive or inconclusive.

SMILES,Vif-APOBEC3G blk,D2 potentiator,D1 PAM,D1 ag,GRP78 ERSR act,LDHA block,D1 antagonist,RXFP1 ag,Vif-APOBEC3F blk
Cc1ccccc1Oc1ccc2c(c1)[C@@H]1C[C@H](N(C)C(=O)NC3CCCCC3)[C@H]([C@H](C)O)C(=O)N1CC2,0%,.,.,.,-2%,1,.,.,-2%
Cc1ccc(NC(=S)c2nc3ccccc3s2)cc1,-5%,87*,3,3,-6%,-8,23,1.3%,-2%
Cc1[nH]c(C)c(S(=O)(=O)N2CCN(c3cccc(C(F)(F)F)c3)CC2)c1C(=O)N1CCCC1,-13%,-10,-7,3,-5%,-1,-1,1.9%,6%
COc1ccc(N2CCN(C(=O)CCC(=O)N3CCOc4ccc(C)cc43)CC2)cc1,3%,-20,-3,6,-1%,-3,-34*,-3.2%,-7%
Cc1ccc2nc(-c3ccc(O)c(O)c3)cn2c1,-10%,-3,2,1,-10%,23,2,-1.3%,-8%
Cc1ccccc1OCCOc1cccc(/C=N/NC(=O)Cc2nnc(N)s2)c1,0%,-3,-8,3,0%,-6,-2,-1.6%,2%
CC1CCC2(CC1)NC(=O)N(CC(=O)Nc1cccc(C#N)c1)C2=O (centres undefined),0%,1,2,3,-3%,0,0,3.1%,5%
CCN1C(=O)C(CC(=O)NCc2ccc(Cl)cc2)N(CC)C1=O (centres undefined),2%,13,4,1,-1%,-7,4,-1.0%,-1%
Cc1cc2c(s1)c1cnn(Cc3cccc(Cl)c3F)c(=O)c1n2C,.,.,6&-2,1&0,.,-3&1,11&14,.,.
COc1c2ccccc2c(OC)c2ccccc12,-4%,-5,3,-1,2%,6,17,-0.6%,2%
CC1CCN(c2ccc(S(=O)(=O)N3CCC(C)CC3)cc2N)CC1,-5%,5,0,7,-1%,0,4,-1.9%,1%
Cc1ccc(CNC(=O)[C@]2(C)CCC[C@@]3(C)C4CC[C@@]5(C)C[C@]4(CCC32)CC5=O)cc1 (some centres undefined),7%,.,.,.,-3%,3,.,.,4%
Cc1ccc2nc(-c3ccc(Cl)c(NC(=O)COc4cccc(C)c4C)c3)oc2c1,-9%,10,-4,-1,0%,-2,7,-0.2%,-3%
C/C(=N\NC(=O)c1cc(-c2cccc(OC(C)C)c2)nc2ccccc12)c1cccnc1,-15%,-3,-10,2,-4%,0,-43*,0.7%,-16%
O=C(CN1C(=O)CCC1=O)c1ccc(-c2ccccc2)cc1,0%,6,-2,9,-1%,0,6,-1.7%,1%
O=c1oc2c(CN3CCOCC3)c(O)ccc2cc1-c1ccc(Cl)cc1,3%,19,-7,18,3%,0,-17,30%,-10%
CCOC(=O)C1=C(C)NC(=O)NC1c1cc(C)sc1C (centres undefined),3%,17,-1,2,-5%,-1,11,1.3%,-1%
CC(C)Cn1c(-c2csc3ccccc23)n[nH]c1=S,1%,9,-6,2,-1%,1,17,-1.8%,8%
O=C(Nc1ccc(F)c(Cl)c1)N1CCC(CN2CCOCC2)CC1,11%,-9,2,-2,-1%,-6,2,0.6%,11%
CCc1ccc(NC(=O)C(NS(=O)(=O)c2cccs2)C(C)C)cc1 (centres undefined),3%,9,-1,-1,-1%,1,6,2.6%,-5%
CC1=NN(c2ccccc2)C(=O)/C1=C/c1cccs1,?,4,9,0,-1%,8,0,1.0%,-21%
CCCNC(=O)c1onc(CSc2ccc(Cl)cc2)c1C(=O)NC(C)C,1%,8,7,2,-4%,3,7,-2.8%,-2%
CC(NC(=O)c1sc2ncccc2c1-n1cccc1)c1ccccc1 (centres undefined),-4%,-2,-1,3,-1%,-3,-9,0.2%,-3%
O=C(Cn1cccc1C(=O)c1ccccc1)NCc1ccco1,0%,9,-2,-1,3%,-4,-7,-1.8%,-18%
COc1ccccc1NC(=O)CCn1c(=O)c2cccn2c2ccccc21,-1%,-6,-2,1,1%,0,9,5.0%,-2%
Cc1ccc(S(=O)(=O)N2CCC(C(=O)NNC(=O)c3ccc(F)cc3)CC2)cc1,1%,1,-5,2,2%,0,-6,3.7%,13%
CN(C)C=Nc1nonc1N,1%,-11,-2,1,-2%,-4,4,-0.3%,-4%
NC(=O)COC(=O)/C=C/c1cccc(Br)c1,0%,-11,4,4,-3%,-10,-5,-2.6%,8%
CCN(CC)S(=O)(=O)c1ccc(-c2nnc(SCC(C)=O)o2)cc1,-3%,2,-3,2,-1%,-6,-15,-0.4%,3%
CC(=O)c1ccc(NC(=O)Cn2cnc(S(=O)(=O)N3CCCCC3)c2)cc1,2%,7,-3,3,-3%,-12,17,-1.8%,-19%

Molecules above containing an NH in an aromatic ring, in the order listed:
SMILES,Vif-APOBEC3G blk,D2 potentiator,D1 PAM,D1 ag,GRP78 ERSR act,LDHA block,D1 antagonist,RXFP1 ag,Vif-APOBEC3F blk
Cc1[nH]c(C)c(S(=O)(=O)N2CCN(c3cccc(C(F)(F)F)c3)CC2)c1C(=O)N1CCCC1,-13%,-10,-7,3,-5%,-1,-1,1.9%,6%
CC(C)Cn1c(-c2csc3ccccc23)n[nH]c1=S,1%,9,-6,2,-1%,1,17,-1.8%,8%

Next part
SMILES,Vif-APOBEC3G blk,D2 potentiator,D1 PAM,D1 ag,GRP78 ERSR act,LDHA block,D1 antagonist,RXFP1 ag,Vif-APOBEC3F blk
N#Cc1nc(-c2ccco2)oc1N1CCN(c2cccc(Cl)c2)CC1,0%,5,0,-3,-2%,0,-8,2.6%,1%
CCOc1ccc(NC(=O)CN2CCN(CC(=O)Nc3ccc4c(c3)OCO4)CC2)cc1,1%,5,4,0,0%,-1,13,0.1%,-8%
O=C1N(Cc2cccc(Cl)c2)C[C@@H]2C[C@@H](c3cccn3-c3cccnc3)N3CCC[C@@]123,0%,-6,-2,0,-4%,-11,16,1.6%,?
COC(=O)[C@@]12CCCCN1[C@H](c1ccc(-c3ccc(F)cc3)cc1)[C@@H]1C(=O)N(C)C(=O)[C@@H]12,2%,-2,-5,6,-5%,-8,-1,-0.1%,-1%
CCOc1ccc(C(=O)Nc2ccc(-c3cc4ccccc4oc3=O)cc2)cc1Br,3%,-1,0,1,-3%,-8,1,2.9%,3%
CC1=C(C(=O)Nc2ccc(C)cc2C)C(c2ccc[nH]2)n2ncnc2N1 (centres undefined),-4%,5,3,4,-1%,-3,-7,-0.7%,-1%
COc1ccc(C(=O)OCC(=O)Nc2ccc(F)c(F)c2)cc1OC,0%,-15,-9,13,-4%,-3,-13,2.5%,-5%
COc1cccc(/C=C/C(=O)Nc2ccccc2N2CCOCC2)c1,-1%,-4,9,-1,4%,-3,11,-1.1%,15%
CC1NC(=O)c2cc3ccccc3cc2-n2c1nc1ccccc1c2=O (centres undefined),1%,.,.,.,12%,2,.,.,-15%
C=CCn1cccc(C(=O)Nc2cc(OC)ccc2OC)c1=O,1%,8,0,-1,-3%,-3,3,-2.7%,-5%
CCN(CC)CCNCC(O)(c1ccc(Cl)cc1)c1ccc(Cl)cc1,0%,-25,-7,32*,-3%,-4,-28,1.1%,0%
Cc1cc(C)nc(N(C#N)Cc2cccc3ccccc23)n1,-2%,-3,-5,0,-6%,-1,4,-0.9%,-9%
CCOc1ccc(-c2cc(C(=O)N3CCN(c4ccc(C)cc4)C(C)C3)c3ccccc3n2)cc1 (centres undefined),-2%,-3,0,0,-1%,0,4,5.3%,-2%
CCN(CCCNC(=O)CN1C(=O)COc2ccccc21)c1ccccc1,-1%,3,-4,2,-3%,-4,-3,-0.1%,2%
CCN(CC)S(=O)(=O)c1ccc(N2CCCC2)c(NC(=O)c2nn(C)c(=O)c3ccccc23)c1,-4%,-6,-3,0,-3%,1,-9,?,3%
COc1ccc(OC)c(C2N(c3cc(C)on3)C(=O)C3CCCN32)c1 (centres undefined),-15%,14,-4,6,-2%,-10,8,1.6%,-6%
Cc1cc2c(C)nc(-c3ccccc3)nc2o1,-1%,1,-6,0,7%,2,-50*,-0.5%,3%
CCC1(c2ccccc2)NC(=S)N(c2ccc(C)c(C)c2)N1 (centres undefined),-4%,6,-5,5,1%,-1,12,2.9%,-7%
CCCOc1ccc(/C=C/C(=O)Nc2ccc([N+](=O)[O-])cc2C)cc1OC,-4%,.,-5,-2,-3%,-2,0,2.2%,-3%
COc1cccc(CN2CCN(Cc3ccc(OC)c(OC)c3)CC2CCO)c1 (centres undefined),-2%,0,3,1,-3%,-1,7,-3.6%,13%
Clc1cccc(-c2nn3c(-c4cccc(Cl)c4)nnc3s2)c1,.,-26,-2,0,.,.,6,27%,.
N#Cc1c(C(F)(F)F)cc(-c2ccccc2)nc1SCCN1CCOCC1,-21%,4,-3,5,-1%,5,-25,2.3%,-9%
COc1cccc(C(=O)OCC(=O)Nc2cc(C)c(C)cc2[N+](=O)[O-])c1,-1%,2,-1,5,-4%,-1,2,1.8%,-10%
Cc1ccc(NC(=O)c2oc3c(c2C)-c2[nH]ncc2CC3)c(Cl)c1,-18%,.,3,0,1%,33,-43*,-0.6%,-6%
CC(C)C(C)(C#N)NC(=O)CSc1nc(C2CCCCC2)n(-c2ccccc2)n1 (centres undefined),-3%,5,8,0,-3%,4,21,-2.9%,0%
CC(C)(C)c1cc[n+](/C(C(=S)Nc2ccccc2F)=C(/[O-])c2ccc3c(c2)OCCO3)cc1,-1%,-9,0,3,3%,10,10,4.7%,-10%
COc1ccc(C(=S)Nc2ccccc2)cc1,0%,4,-2,-1,?,0,-22,0.9%,-1%
C=CCc1ccccc1OCC(O)Cn1ccnc1C (centres undefined),0%,20,19,5,0%,-2,7,1.3%,-5%
COc1ccc2c(c1)CCc1sc(NC(=O)c3ccc(C)cc3)nc1-2,0%,10,-4,3,-4%,-5,-4,1.9%,.

The list is partial. The share of hits here may be higher or lower than overall.
